Polio RdRp inh: inhibitors of poliovirus RNA polymerase binding and polymerization. poliovirus polymerase elongation, fluorescence polarization; active compounds read low. % elongation, % (compound at 16.7 µg/mL). 150,000 compounds, 0.66% hits. AID 588519; in the data active = % elongation below about 90%; also: some results filed as inactive read as strong as hits
Target sequence (P03300 1749-2209 limits assumed): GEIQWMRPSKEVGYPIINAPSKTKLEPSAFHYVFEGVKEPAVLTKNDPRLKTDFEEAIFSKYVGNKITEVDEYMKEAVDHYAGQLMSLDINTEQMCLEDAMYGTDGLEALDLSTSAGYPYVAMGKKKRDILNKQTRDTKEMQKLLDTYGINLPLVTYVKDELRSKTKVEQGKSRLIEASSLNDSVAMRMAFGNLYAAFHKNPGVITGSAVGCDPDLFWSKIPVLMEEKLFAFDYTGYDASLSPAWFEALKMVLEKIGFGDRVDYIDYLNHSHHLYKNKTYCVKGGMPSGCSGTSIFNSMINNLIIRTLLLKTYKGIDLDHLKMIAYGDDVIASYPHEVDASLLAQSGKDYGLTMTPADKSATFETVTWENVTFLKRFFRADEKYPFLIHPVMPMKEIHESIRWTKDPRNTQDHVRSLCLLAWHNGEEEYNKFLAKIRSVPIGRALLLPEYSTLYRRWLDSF
Polio RdRp inh FP z-score: recorded beside Polio RdRp inh, whose call it bears; z-score; measured here: FP z-score; hits read low
The depositor's hits bear a star; & = joins results of further samples. An excerpt (hit frequency here may not be typical).

Order of values: Polio RdRp inh | Polio RdRp inh FP z-score
- Cn1c(=O)c2c(SCC(=O)N3CCc4ccccc43)nc(-c3cccc(F)c3)nc2n(C)c1=O
→ 111.0 | 0.8
- O=c1c(Cl)c(NCc2ccccn2)cnn1C12CC3CC(CC(C3)C1)C2
→ 99.0 | -0.8
- COc1ccc(OC)c(NC(=O)Cn2c(=O)c3cccn3c3ccccc32)c1
→ 105.0 | -0.2
- Cc1cccc(-c2noc(CN(C(=O)/C=C/c3ccccc3Cl)C(C)C)n2)c1
→ 103.0 | 0.3
- CCC(Sc1nncn2c1cc1sccc12)C(=O)Nc1cccc(OC)c1 (stereo unspecified)
→ 107.0 | 0.1
- Cc1cccc(-c2nc3sc(C)cc3c(=O)o2)c1
→ 102.0 | 0.1
- Cc1c(NC(=S)N2CCN(c3ccc(F)cc3)CC2)c(=O)n(-c2ccccc2)n1C
→ 100.0 | 0
- CC1(C)C2CC1[C@](C)(O)[C@H](O)C2 (stereo partly specified)
→ 99.0 | -0.3
- Cn1cc(-c2cc3n(n2)CCC(=O)N3CC(=O)NCc2ccc(Cl)cc2)c2ccccc21
→ 103.0 | -1
- CCCC[C@H]1C(=O)O[C@H](C)[C@H](NC(=O)c2cccc(NC=O)c2OC)C(=O)O[C@@H](C)[C@@H]1OC(=O)CC(C)C
→ 102.0&100.0 | 0.4&0.1
- Cc1ccccc1C(=O)OCc1cc(=O)n2nc(-c3cccs3)sc2n1
→ 98.0 | -1.5
- c1ccc(Cc2nnc(-c3ccccc3)o2)cc1
→ 99.0 | -0.2
- O=C(Cn1ncc(Cl)c(Cl)c1=O)NCc1ccccc1
→ 92.0 | -1.1
- CC(C)C1C(C#N)=C(N)Oc2nc(SCc3ccccc3)[nH]c(=O)c21 (stereo unspecified)
→ 103.0 | 0.3
- Cc1cccc2c(=O)cc(CSc3ccccc3NC(=O)C(C)(C)C)[nH]c12
→ 96.0 | -2.3
- COC(=O)C1=CN(N(C(C)=O)C(C)=O)C(=O)CC1
→ 101.0 | 0
- Cc1ccccc1C(=O)Nc1cccc(C(=O)OCc2cc(=O)n3ccsc3n2)c1
→ 102.0 | -1.1
- CC(C)n1cc(C(=O)O)cn1
→ 103.0 | 0.5
- CCOc1ccc(NC(=O)N2CCC(n3c(C)nc4cccnc43)CC2)cc1
→ 108.0 | 0.4
- CC(C)N=Cc1ccc(-c2ccccc2)cc1
→ 105.0 | 0.2
- COc1ccc(CCNC(=O)CCn2c(=O)oc3ccccc32)cc1OC
→ 101.0 | -0.2
- CN(Cc1ccccc1)S(=O)(=O)c1ccc(F)c(C(=O)Nc2cc(Cl)cc(Cl)c2)c1
→ 110.0 | 0.5
- CNS(=O)(=O)Cc1ccccc1Cl
→ 101.0 | -0.3
- O=C(O)Cn1cnc(-c2ccc(Br)cc2)c1
→ 102.0 | 0
- O=C(O)/C=C/c1c(Cl)nc2sccn12
→ 105.0 | 0.7
- Cc1ccc(NC(=O)c2c(N3CCCC3=O)c3cc(C)ccc3n2C)c(C)c1
→ 114.0 | 1.5
- O=C(/C=C/c1cccs1)NCc1ccccc1
→ 103.0 | 0.3
- Cn1c(SCC(=O)c2ccc(F)cc2)nnc1-c1ccccc1Br
→ 102.0 | -0.8
- CS(=O)(=O)NC(CC(=O)O)c1ccccc1Cl (stereo unspecified)
→ 101.0 | -0.1
- CN(C)S(=O)(=O)c1ccc(NC(=O)c2cnc(Cl)c(Cl)c2)cc1
→ 104.0 | 0.2
- O=c1[nH]c(SCc2nnc(Nc3ccccc3)s2)nc2sc3c(c12)CCC3
→ 103.0 | 0.2
- CCOc1ccc(CC(=O)Nc2ccc3nc(N4CCCCC4)cc(C)c3c2)cc1OCC
→ 103.0 | -0.8
- CCc1ccc(NC(=O)c2sc3nc(C)c(C(=O)Nc4ccc(C)cc4C)c(-c4ccco4)c3c2N)cc1
→ 106.0 | 0.4
- Cc1ccc(C)c(N2CCN(c3nc4ccccc4c4nc(CCn5nc(C)cc5C)nn34)CC2)c1
→ 102.0 | -0.7
- CCOC(=O)c1c(NC(=O)Cn2nnc3sc4c(c3c2=O)CCC(C)C4)sc2c1CCCC2 (stereo unspecified)
→ 104.0 | 0.6
- O=C(Nc1ccc2nc(SCC(=O)N3CCCC3)sc2c1)c1ccccc1
→ 105.0 | -0.4
- Cc1ccc(C2c3c(n[nH]c3C)C(=O)N2c2ccc(C)cc2)cc1 (stereo unspecified)
→ 103.0 | 0.7
- O=C(N/N=C/c1ccc(Br)cc1)c1ccc(-n2cnnn2)cc1
→ 99.0 | -0.4
- O=C(NC1=NCCS1)NC12CC3CC(CC(C3)C1)C2
→ 102.0 | 0.5
- Cc1c(CNC(C)CCc2ccccc2)c(C(=O)O)c(C)n1Cc1ccc(F)cc1Cl (stereo unspecified)
→ 110.0 | 0.2
- Brc1cccc(-c2nnc3sc(CN4CCc5ccccc54)cn23)c1
→ 99.0 | -0.6
- OC1CSCc2nc3ccccc3n2C1 (stereo unspecified)
→ 101.0 | -0.2
- CCOC(=O)CN1C(C(=O)c2ccccc2)=C(OC(=O)c2ccccc2)c2ccccc2S1(=O)=O
→ 108.0 | 0.1
- O=C1NCCC2C1N=C(N1CCCCC1)N2C1OC(CO)C(O)C1O (stereo unspecified)
→ 102.0 | -0.1
- COc1ccc(-c2cn3nc(N4CCC(C(=O)Nc5cccc(Cl)c5)CC4)sc3n2)cc1
→ 103.0 | 0

Rewritten as labelled records: part of the list above.
> Brc1cccc(-c2nnc3sc(CN4CCc5ccccc54)cn23)c1
  Polio RdRp inh: 99.0
  Polio RdRp inh FP z-score: -0.6

> Cc1ccccc1C(=O)Nc1cccc(C(=O)OCc2cc(=O)n3ccsc3n2)c1
  Polio RdRp inh: 102.0
  Polio RdRp inh FP z-score: -1.1

Carrying on:
Order of values: Polio RdRp inh | Polio RdRp inh FP z-score
- COc1cn(CC(=O)Nc2cccc(C)c2)c(CN2CCCCC2)cc1=O
→ 108.0 | 0.2
- COc1cccc(OCC(=O)NC2CC(=O)N(c3ccc4c(c3)OCCO4)C2)c1 (stereo unspecified)
→ 109.0 | 0.5
- COC(=O)c1ccccc1NC(=O)CCc1c(C)nc2c(c(C)nn2-c2ccccc2)c1C
→ 111.0 | 0.8
- O=C(c1ccc(Nc2nc3ccccc3n3nnnc23)cc1)N1CCN(c2ccccc2)CC1
→ 104.0 | 0.5
- CN(c1ncnc2onc(-c3cccc(Cl)c3)c12)C1CCCCC1
→ 107.0 | -0.1
- CCOC(=O)Cn1c(C2CC(=O)N(c3ccc(C)cc3)C2)nc2ccccc21 (stereo unspecified)
→ 110.0 | 0.5
- OC(c1ccccc1)(c1ccccc1)C1CCN(c2nnnn2-c2ccccc2)CC1
→ 102.0 | -0.2
- O=C(O)c1ccccc1-c1ccccc1C(=O)O
→ 101.0 | 0.3
- O=C(Nc1ccccc1N1CCOCC1)c1cc2sc3ccccc3c2s1
→ 101.0 | 0.3
- CCc1ccc(CNC(=O)C2COc3ccc(OC)cc3C2)cc1 (stereo unspecified)
→ 104.0 | -0.6
- COc1ccccc1N1CCN(c2csc3ccc(Cl)cc3c2=O)CC1
→ 100.0 | -1.4
- CCC(CC)c1nn(CC(=O)c2cc(C)n(CCOC)c2C)c(=N)s1
→ 100.0 | -0.5
- Cc1ccc(N2CCN(C(=O)c3c(C)oc4nc(C)nc(N5CCCC5)c34)CC2)c(C)c1
→ 109.0 | 0.2
- CCCC(O)c1nc2ccccc2n1CCCOc1ccc(Cl)cc1 (stereo unspecified)
→ 111.0 | 0.8
- CCOc1ccc(OCC)c(NC(=O)Cn2ncc3c4ccccc4n(Cc4ccccc4)c3c2=O)c1
→ 106.0 | -0.2
- Cn1c(=O)c2nc(SCC(=O)Nc3cc(Cl)ccc3Cl)n(C)c2n(C)c1=O
→ 103.0 | -0.9
- N#Cc1ccc(NC(=O)COCc2cc(-c3ccc4c(c3)OCO4)on2)cc1
→ 107.0 | -0.1
- COc1cccc(N2CCN(C(=O)C3=C(C)C(=O)OC34CCCCC4)CC2)c1
→ 106.0 | 1.6
- CC(C)Oc1ccc(C(=O)NCc2cccnc2)cc1
→ 104.0 | 0.5
- CCNc1sc(S(C)(=O)=O)nc1S(=O)(=O)c1ccc(C)cc1
→ 108.0&99.0 | 0.4&-0.8
- COc1cccc(NC(=O)c2cccn(Cc3ccccc3C)c2=O)c1
→ 105.0 | -0.5
- COc1ccc(S(=O)(=O)N2CCCCCC2)cc1C(=O)N(Cc1nnc(-c2ccccc2Cl)o1)C(C)C
→ 104.0 | 0.1
- CN(C1CCCCC1)S(=O)(=O)c1ccccc1N=Cc1c(O)[nH]c(=O)[nH]c1=O
→ 101.0 | -0.1
- Cc1cc(C)n(-c2nc3cc(Cl)ccc3nc2Nc2ccc(CC(=O)O)cc2)n1
→ 106.0 | 0.2
- CCOC(=O)c1[nH]c(COC(=O)C2COc3ccccc3O2)c(C(=O)OCC)c1C (stereo unspecified)
→ 112.0 | 1.4
- CCOC(=O)c1cnc2c(C)cccc2c1NCCc1ccc(OC)c(OC)c1
→ 104.0 | -0.2
- O=C(O)Cc1ccc(NC2(c3ccccc3)C(=O)c3ccccc3C2=O)cc1
→ 109.0 | 0.4
- O=C(CCn1c(=O)c2cccn2c2cccnc21)NCc1ccc(Cl)cc1
→ 111.0 | 0.7
- O=C1Nc2ccccc2C12OC1CCCCC1O2 (stereo unspecified)
→ 101.0 | 0.5
- Cc1cccc2cc(C#N)c(SCCN3CCCCC3)nc12
→ 100.0 | -0.1
- O=C(CC(c1ccccc1)C1C(=O)NC(=S)NC1=O)c1cccs1 (stereo unspecified)
→ 101.0 | -0.1
- CN(C)C(=O)CCSc1ccc(Cl)cc1
→ 101.0 | -0.3
- COc1cccc(-n2cnnc2SC(C#N)Cc2ccc(C)cc2)c1 (stereo unspecified)
→ 110.0 | 0.2
- C#CCSc1nc2ccccc2c(=O)n1-c1ccccc1
→ 100.0 | -0.3
- O=C(COc1ccccc1O)Nc1cccc(Br)c1
→ 101.0 | -0.2
- Cc1ccc2nc(-c3ccsc3)c(Nc3ccc(Cl)cc3)n2c1
→ 102.0 | -0.8
- CC(=O)N[C@@H](Cc1c[nH]c2ccccc12)C(=O)NC1CC1
→ 99.0 | -0.4
- COc1ccc(C(O)Cc2nc3ccccc3n2C)cc1OC (stereo unspecified)
→ 105.0 | 0.7
- Cc1ccc(CS(=O)Cc2ccc(C(=O)NC3CCCc4ccccc43)o2)cc1 (stereo unspecified)
→ 100.0 | -0.6
- CCc1ccc(N(CC)C(=O)c2cc3c(=O)n(CC)c4ccccc4c3s2)cc1
→ 99.0 | -1.5
- O=C(N/N=C/c1ccco1)c1cc(C23CC4CC(CC(C4)C2)C3)[nH]n1
→ 106.0 | 1.1
- Cc1nn(-c2ccccc2)c(Cl)c1C(=O)NCC1CCCO1 (stereo unspecified)
→ 104.0 | 0.3
- COc1ccc(NC(=O)CSc2nnc(-c3nonc3NC(C)=O)n2-c2ccccc2)cc1
→ 109.0 | 0.6
- Cc1sc2ncnc(Oc3cccc(C(F)(F)F)c3)c2c1-c1ccccc1
→ 104.0 | 0.7
- CN/N=C/c1cc(OC)c(O)c(OC)c1
→ 101.0 | 0

Some of the entries above in another layout.
mol | Polio RdRp inh | Polio RdRp inh FP z-score
Cc1ccc(CS(=O)Cc2ccc(C(=O)NC3CCCc4ccccc43)o2)cc1 (stereo unspecified) | 100.0 | -0.6
CCc1ccc(N(CC)C(=O)c2cc3c(=O)n(CC)c4ccccc4c3s2)cc1 | 99.0 | -1.5
O=C(N/N=C/c1ccco1)c1cc(C23CC4CC(CC(C4)C2)C3)[nH]n1 | 106.0 | 1.1
Cc1nn(-c2ccccc2)c(Cl)c1C(=O)NCC1CCCO1 (stereo unspecified) | 104.0 | 0.3

(listing goes on)
Order of values: Polio RdRp inh | Polio RdRp inh FP z-score
- CC(=O)c1cccc(NS(=O)(=O)c2cc3c(cc2C)N(C(C)=O)CCO3)c1
→ 103.0 | -0.7
- CCS(=O)(=O)N1CCCC(C(=O)NCc2cccnc2)C1 (stereo unspecified)
→ 103.0 | 0.7
- O=c1c2cc3c(cc2nc2sc(Nc4ccccc4)nn12)OCO3
→ 105.0 | -0.1
- CC1=C(C(=O)Nc2ccccc2)C(c2ccncc2)n2nc(SCc3ccccc3F)nc2N1 (stereo unspecified)
→ 106.0 | 0.3
- CCOC(=O)c1c(N)n(C(C)c2ccccc2)c2nc3ccccc3nc12 (stereo unspecified)
→ 102.0 | 0.2
- c1ccc2c(c1)COC(CN1CCCCC1)OC2
→ 102.0 | 0.2
- C=C(C)[C@@H]1CC[C@]2(C(=O)O)CC[C@]3(C)[C@H](CC[C@@H]4[C@@]5(C)CC[C@H](O)C(C)(C)[C@@H]5CC[C@]43C)[C@@H]12
→ 101.0&100.0 | 0.3&0.1
- Cc1ccccc1OCc1nc2c3cnn(-c4cccc(F)c4)c3ncn2n1
→ 120.0 | 0.4
- Cc1nn(-c2ccccc2)c2sc(C(=O)Nc3cccc(Br)c3)cc12
→ 108.0 | 0.8
- COc1cc(C2C3=C(CC(c4ccco4)CC3=O)Nc3ccccc3N2C(=O)C2CC2)cc(OC)c1OC (stereo unspecified)
→ 103.0 | 0.3
- CNC(=O)COc1ccc(-c2nn(C)c(=O)c3ccccc23)cc1
→ 105.0 | 0.7
- O=C(Nc1cc(-c2nc3ccccc3o2)ccc1Cl)c1ccc(Br)o1
→ 75.0 | -3.7
- Cc1n[nH]c(C)c1C12CC3CC(CC(CC(=O)O)(C3)C1)C2
→ 102.0 | 0.2
- Cc1cc(C(F)(F)F)nn1Cc1ccc(C(=O)NCc2ccco2)o1
→ 99.0 | -0.9
- COc1ccccc1C1(CC(=O)O)CCOC(C(C)C)C1 (stereo unspecified)
→ 101.0 | 0.3
- O=C(O)c1cc2ccccc2c(Cc2cc3ccccc3c(C(=O)O)c2O)c1O (tested in a mixture with another compound)
→ 101.0 | 0.2
- O=C(NCCc1ccccc1)C1(c2cccs2)CCOCC1
→ 105.0 | -0.5
- CC1CCN(S(=O)(=O)c2ccc3c(c2)N(CC(=O)NCc2ccccc2Cl)C(=O)CO3)CC1
→ 105.0 | 0.2
- Cc1ccc(NC(=O)c2cccc(NC(=O)N3CCSc4ncccc43)c2)cc1F
→ 114.0 | 1.5
- Cc1ccccc1OCCCCS
→ 103.0 | 0.8
- Cc1nc(-c2ccc(F)cc2)sc1CCNC(=O)c1ccccc1C(F)(F)F
→ 106.0 | -0.1
